From PubChem
CD40 NFkB inh: CD40 pathway inhibition in BL2 cells | BL2 NF-kB luciferase reporter, CD40L-induced, 4 h | inhibition, % at 10 µM | 83,000 tested, 0.94% active;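 active = mean inhibition of at least 50% with a set share of replicates also reaching that level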;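 note: 0% = neutral control wells and 100% = IKK inhibitor VII at 50 µM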
Starred values were filed as active, the others as inactive; [ ] = remark or other dose.

SMILES	CD40 NFkB inh
COCCNc1nnc(SCC(=O)NC(=O)c2ccc(Cl)cc2)s1	-16.5
CC(C)CN(C(=O)C(C)N1C(=O)c2ccccc2C1=O)c1c(N)n(Cc2ccccc2)c(=O)[nH]c1=O (stereo not given)	15.0
Brc1cc2c(cc1C1OCCO1)OCO2	6.5
O=C(Cn1cccc1C(=O)c1ccccc1)NCCc1ccccc1	-2.8
COc1ccc(NC(=O)N2C[C@@H]3N[C@H](C2)[C@@H]3c2ccc(-c3ccc(OC)cc3)cc2)cc1	63.2*
N#Cc1ccc(C(=O)OCC(=O)N2CCCCCC2)cc1	2.8
O=C(Nc1ccccc1-c1ccccc1)C1CCCC1	14.6
CCOc1ccc(-c2cc(C(=O)NCCCN3CCN(CC)CC3)c3ccccc3n2)cc1	-22.3
CN(CC(=O)Nc1c(Cl)cccc1Cl)C(=O)CCc1nc2sc3c(c2c(=O)[nH]1)CCCC3	0.4
O=C(Nc1ccc2ccccc2n1)Nc1cccs1	-21.7
CC(NC(=O)c1ccc2c(c1)OCO2)c1cccc(C(F)(F)F)c1 (stereo not given)	5.1
Cc1ccc(Cn2c(Sc3ncccn3)nc3c2c(=O)[nH]c(=O)n3C)cc1	2.0
CC1(c2ccccc2)NC(=O)N(CC(=O)Nc2ccccc2N2CCCCC2)C1=O (stereo not given)	10.6
CC(NC(c1ccccc1)c1ccccc1)C(=O)N1CCCc2ccccc21 (stereo not given)	24.0
CCCCn1c(N)c(N(CCOC)C(=O)C2CC(=O)N(Cc3ccc(C)cc3)C2)c(=O)[nH]c1=O (stereo not given)	0.5
Cc1c(C)n(Cc2ccccc2)c2ccc(C(=O)NCCCN3CCOCC3)cc12	6.5
COc1ccc(NC(=O)N(C)C[C@H]2Oc3ccc(NC(=O)Nc4cccc5ccccc45)cc3C(=O)N([C@@H](C)CO)C[C@H]2C)cc1	-13.3
O=S(=O)(NCc1ccco1)c1cccc2cccnc12	-5.2
Cc1noc(C)c1S(=O)(=O)Nc1ccc2c(c1)C(=O)N([C@@H](C)CO)C[C@@H](C)[C@H](CN(C)Cc1ccc3c(c1)OCO3)O2	-3.5
CCN(c1ccccc1)S(=O)(=O)c1cccc(C(=O)NCCN2CCOCC2)c1	6.3
COc1ccc2cc(C(=O)C3CCCN(Cc4cnc(N5CCOCC5)s4)C3)ccc2c1 (stereo not given)	3.5
CN(C)S(=O)(=O)c1cc(NC(=O)COC(=O)CC2Sc3ccccc3NC2=O)ccc1Cl (stereo not given)	-41.6
COc1cccc(Nc2ccc(-n3ccnc3)nn2)c1	-9.2
Cc1nn(CC(=O)O)c(C)c1N	7.8
C[C@@H]1CN(C)C(=O)c2cccc(N(C)C)c2O[C@H]1CN(C)S(C)(=O)=O	-5.1

An excerpt from above in order of their number in CD40 NFkB inh, high to low.
compound	CD40 NFkB inh
CC(NC(c1ccccc1)c1ccccc1)C(=O)N1CCCc2ccccc21 (stereo not given)	24.0
CC(C)CN(C(=O)C(C)N1C(=O)c2ccccc2C1=O)c1c(N)n(Cc2ccccc2)c(=O)[nH]c1=O (stereo not given)	15.0
COc1ccc2cc(C(=O)C3CCCN(Cc4cnc(N5CCOCC5)s4)C3)ccc2c1 (stereo not given)	3.5
CCCCn1c(N)c(N(CCOC)C(=O)C2CC(=O)N(Cc3ccc(C)cc3)C2)c(=O)[nH]c1=O (stereo not given)	0.5
O=S(=O)(NCc1ccco1)c1cccc2cccnc12	-5.2
O=C(Nc1ccc2ccccc2n1)Nc1cccs1	-21.7

Remaining list, next part
SMILES	CD40 NFkB inh
CC(NC(=O)COC(=O)CSCc1ccccc1)c1ccccc1 (stereo not given)	7.8
O=C(Cc1ccccc1)NCCSCc1ccco1	0.7
C[C@@H]1CN([C@@H](C)CO)C(=O)c2cc(-c3ccccc3F)cnc2O[C@@H]1CN(C)C(=O)C1CCCCC1	2.8[25 µM]
COc1ccc2oc(C(=O)Nc3nc(-c4ccccn4)cs3)c(C)c2c1	-19.7
COCCNC(=O)c1ccccc1-c1nc(-c2ccccc2OC)no1	-18.8
O=C(CCCn1c(=O)oc2ccccc21)NNC(=O)COc1ccc(F)cc1	0.7
Cc1ccc(Nc2nnc(SC(C)C(=O)NCC3CCCO3)s2)cc1 (stereo not given)	1.8
Cc1cc(C(=O)NCc2ccco2)cs1	-16.8
COc1ccccc1C(CC(=O)O)c1ccc2c(c1)OCO2 (stereo not given)	7.7
O=C([C@@H]1[C@@H](CO)[C@@H]2Cn3c(ccc(-c4ccc(F)cc4)c3=O)[C@H]1N2)N1CCCCC1	-7.5[25 µM]
COc1ccc(N2CCN(S(=O)(=O)CCNC(=O)C3CC3)CC2)cc1	7.0
COc1ccc(C(=O)Nc2ccnc(-c3cccnc3)n2)cc1	11.3
CCOC(=O)Cc1csc(NC(=O)c2cc(=O)c3ccccc3o2)n1	-16.0
CC(C)[C@@H]1C(=O)N[C@@H](c2ccc3c(c2)OCO3)CC=CC[C@@H](C)Oc2ccccc2C(=O)N1C (mixture of isomers)	0.4
CC1(C)CCC(=O)c2ccccc21	-2.0
CS(=O)(=O)c1ccc(Cl)c(NC(=O)COC(=O)c2ncc(Cl)c(Cl)c2Cl)c1	13.5
CC(NC(=O)C1CCC(C(=O)NC(C)c2ccccc2)CC1)c1ccccc1 (stereo not given)	2.7
CN1CCN(NC(=O)c2cn(-c3ccccc3)nc2-c2ccc(OC(F)F)cc2)CC1	6.5
C[C@@H]1CN([C@@H](C)CO)C(=O)c2c(c3ccccc3n2C)-c2ccccc2CO[C@H]1CN(C)Cc1ccc2c(c1)OCCN2C	15.7
Cn1c(=O)n(Cc2ccccc2)c(=O)c2c1nc1n2CCCN1CCc1ccccc1	1.5
COc1ccc(C2CCc3cc4c(cc3C2=NO)OCO4)cc1OC (stereo not given)	-25.2
C[C@@H]1CC=CC[C@H](c2ccc(F)cc2)NC(=O)[C@@H](Cc2ccccc2)N(C)C(=O)c2ccccc2O1 (mixture of isomers)	53.9*[25 µM]
c1coc(C2Nc3ccccc3-c3nc4ccccc4n32)c1 (stereo not given)	-62.5
CN(CC(=O)NCCCN1CCOCC1)S(=O)(=O)c1ccc(F)cc1	1.2
O=C(NC[C@H]1N[C@H](CO)[C@@H]1c1ccccc1)C1CCC1	-0.9[25 µM]
Next part
SMILES	CD40 NFkB inh
Cc1cc(-c2nc3cc(F)ccc3s2)ccc1N	-8.7
N#C[C@@H]1[C@@H](c2ccc(/C=C/c3ccccc3)cc2)[C@@H](CO)N1C(=O)C1CCC1	-33.7
CC1CC(C)CN(C(=O)CN2C(=O)NC3(CCCCCC3)C2=O)C1 (stereo not given)	7.6
CC(=O)C1CCC2C3CC=C4CC(SC(=N)N)CCC4(C)C3CCC12C (stereo not given)	35.2
c1ccc2c(c1)oc1c(NCc3ccc4c(c3)OCO4)ncnc12	22.1
N#C[C@H]1[C@H](c2ccc(C#Cc3ccccc3F)cc2)[C@H](CO)N1C(=O)C1CC1	62.8*[25 µM]
C[C@H](CO)N1C[C@H](C)[C@H](CN(C)C(=O)Nc2cccc3ccccc23)Oc2ncccc2C1=O	-12.2[25 µM]
CCc1ccc(OCC(=O)OC2CCS(=O)(=O)C2)cc1 (stereo not given)	14.3
Cc1cc(C)n(-c2ccc(-n3ccnc3)nn2)n1	2.8
Cn1c(N2CCCC2)nc2c1c(=O)n(Cc1ccc(F)cc1)c(=O)n2C	-2.9
CC1(C)Cc2nc(N)c(C(=O)NCCO)cc2CO1	8.4
O=C(O)C[C@@H]1C=C[C@H](NC(=O)Nc2cc(F)ccc2F)[C@@H](CO)O1	4.9[25 µM]
CCCCCCc1nnc(N)s1	3.9
CC1CCCN(C(=O)COC(=O)CNC(=O)c2sc3ccccc3c2Cl)C1 (stereo not given)	2.5
CS(=O)(=O)c1ccc(C(=O)Nc2nc(-c3ccco3)c(-c3ccco3)s2)cc1	3.5
C[C@@H]1CN([C@H](C)CO)C(=O)CCCn2nncc2CO[C@H]1CN(C)Cc1cccc(C(F)(F)F)c1	-2.0[25 µM]
CCNC(=O)c1cccc(NC(=O)c2cc(C3CC3)nc3c2cnn3C(C)C)c1	-0.5
COc1ccc2c3c(n(C)c2c1)[C@H](CO)N(CC1CC1)CC31CN(C(=O)c2ccc3c(c2)OCO3)C1	-5.0[25 µM]
C[C@H]1CCCCO[C@@H](CN(C)C(=O)Nc2ccccc2)[C@@H](C)CN([C@@H](C)CO)C(=O)c2cc(NC(=O)Nc3ccccc3)ccc2O1	-12.6[25 µM]
O=C(NC1CCCCC1)N1CCSC1=Nc1ccccc1	7.9
COc1ccccc1CNC(=O)C1CCC(CNS(=O)(=O)c2ccccc2)CC1 (stereo not given)	9.2
CSCCC(NS(=O)(=O)c1ccc(C)cc1)C(=O)NC1CCCCCC1 (stereo not given)	7.3
COC(=O)C1C(=O)OC(C)(C)C1C(C)C(=O)c1ccc(C)cc1C (stereo not given)	6.0
O=C1c2ccccc2S(=O)(=O)N1CC(O)Cn1ccc2ccccc21 (stereo not given)	5.2
COc1cccc(OC)c1C(=O)Nc1ccccc1N1CCCC1	31.7
The list goes on.
SMILES	CD40 NFkB inh
COc1ccc2c(c1OC)C(=O)NC(C)=C(C(=O)OC(C)(C)C)C2O (stereo not given)	-10.1
CCCC(C)NC(=O)CSc1nnc2ccccn12 (stereo not given)	2.8
Cc1sc2nc(CN3CCOCC3)nc(N3CCC(C(N)=O)CC3)c2c1C	-11.9
O=C(C[C@@H]1CC[C@@H]2[C@H](COC[C@@H](O)CN2C(=O)Nc2ccc(F)cc2)O1)NC1CCC1	-10.4[25 µM]
Cc1nc(-c2cccnc2)sc1C(=O)Nc1ccc(F)cc1F	6.7
COc1ccc2oc(C(=O)OC(C)C(=O)N3C(C)CCCC3C)c(C)c2c1 (stereo not given)	-28.5
Cc1ccc(SCC(=O)NNC(=O)CNC(=O)c2ccc(Br)cc2)cc1	1.5
N#C[C@H]1[C@@H](c2ccc(C3=CCCCC3)cc2)[C@@H](CO)N1C(=O)c1cccc(F)c1	24.8[25 µM]
COc1cccc(-c2ccc([C@@H]3[C@H](CO)N4C(=O)CN(C(=O)c5cccnc5)C[C@@H]34)cc2)c1	-2.8[25 µM]
Cc1cccn2c(CNC3CCCc4ccccc43)c(C(=O)N3CCCCC3)nc12 (stereo not given)	2.2
CCOC(=O)c1csc(NC(C)=O)n1	2.0
O=C(C[C@H]1CC[C@H](NC(=O)c2ccc(F)cc2)[C@H](CO)O1)NCCc1ccccc1	0.7[25 µM]
COc1ccc(OC)c(NC(=O)Nc2nc(C(C)N)cs2)c1 (stereo not given)	7.2
O=C(c1ccc(N2CCCC2=O)cc1)N1CCOCC1	9.3
CC=Cc1ccc2n(c1=O)C[C@H]1[C@H](CO)[C@@H](C(=O)NC3Cc4ccccc4C3)N(CC3CC3)[C@@H]21 (mixture of isomers)	2.2[25 µM]
COCCNc1nc(NCc2ccc(NC(C)=O)cc2)c2sccc2n1	-12.3
O=C(CCC(=O)N1CCOCC1)c1ccc(F)cc1	-15.9
CCC(=O)N1CC[C@H]2[C@H](CO)Nc3ccc(C#Cc4ccc(OC)cc4)cc3[C@H]21	-41.1[25 µM]
Cc1ccccc1OCc1nnc(SC(C)C(=O)O)n1-c1ccccc1 (stereo not given)	-0.1
CO[C@H](CN(C)C(=O)c1ccccc1F)[C@@H](C)CN([C@H](C)CO)S(=O)(=O)c1ccccc1	-3.3
COc1ccc(NC(=O)N(C)C[C@H]2OCCCC[C@@H](C)Oc3ccc(NC(=O)Nc4ccccc4)cc3C(=O)N([C@@H](C)CO)C[C@H]2C)cc1	-7.4
C(=C\c1nnc(-c2cccs2)o1)/c1ccccc1	-38.6
COCC(=O)N1CC(=O)N2[C@H](CO)[C@@H](c3ccc(C#CC4CC4)cc3)[C@H]2C1	-4.2[25 µM]
C[C@H]1CN([C@@H](C)CO)C(=O)c2cc(C#CCc3ccccc3)cnc2O[C@@H]1CN(C)Cc1cccc(C(=O)O)c1	-9.7[25 µM]
COc1cccc(-c2ccc(C3[C@@H]4CN(S(=O)(=O)c5cccc(OC)c5)C[C@H]3N4)cc2)c1 (stereo not given in full)	-30.5

Given with bars between the fields: part of the list above
smiles | CD40 NFkB inh
Cc1sc2nc(CN3CCOCC3)nc(N3CCC(C(N)=O)CC3)c2c1C | -11.9
O=C(C[C@@H]1CC[C@@H]2[C@H](COC[C@@H](O)CN2C(=O)Nc2ccc(F)cc2)O1)NC1CCC1 | -10.4[25 µM]
Cc1nc(-c2cccnc2)sc1C(=O)Nc1ccc(F)cc1F | 6.7
COc1ccc2oc(C(=O)OC(C)C(=O)N3C(C)CCCC3C)c(C)c2c1 (stereo not given) | -28.5

Following part.
SMILES	CD40 NFkB inh
CC(C)NC(=O)N(C)C[C@@H]1Oc2ccc(N)cc2C(=O)N(C)C[C@H]1C	3.2
CCOC(=O)Nc1nc(C)c(C(=O)N(C)C)s1	32.3
Cc1cccc2nc(-c3ccco3)c(Nc3ccc4c(c3)OCO4)n12	-13.3
CCOC(=O)Cc1csc(NC(=O)COc2cc(C)cc(C)c2)n1	-16.4
CCCC#Cc1ccc([C@H]2[C@@H](CO)N3CCCCN(Cc4cncnc4)C[C@H]23)cc1	-14.6[25 µM]
O=C(Cc1ccc(S(=O)(=O)N2CCCC2)s1)N1CCN(c2ccccc2)CC1	-0.8
CCN1CCN(CCOc2ccccc2OCc2ccccc2)CC1	5.4
Cc1nn(CCCC(=O)Nc2nccs2)c(C)c1[N+](=O)[O-]	-2.8
CCN(C(=O)CSc1nc2ccc(OC)cc2[nH]1)c1c(N)n(Cc2ccccc2)c(=O)[nH]c1=O	1.7
O=C(c1cc2ccccc2cc1O)N1CCN(c2ccccn2)CC1	8.4
COc1ccc(C(=O)Nc2cc3c4c(c2)CC(=O)N4CCC3)c(OC)c1	-57.1
COc1ccc(-c2cccc(-c3nc(C(=O)N(C)C)cc4c3[C@H](CCO)N([S@@](=O)C(C)(C)C)C4)c2)cc1	-3.8[25 µM]
CN(Cc1ccccc1)S(=O)(=O)c1ccc(Cl)c(C(=O)N2CCC2)c1	1.3
N#Cc1cnc(N)c(Br)c1	0.1
Cc1ccc(-n2c(C)cc(C(=O)OCC(=O)N3CCOCC3)c2C)cc1	-8.2
N#Cc1cnn2c(=O)[nH]cnc12	7.0
COc1ccc(C(=O)NCC(c2ccco2)N2CCc3ccccc3C2)c(OC)c1 (stereo not given)	3.5
COc1ccc(CCNC(=O)Cn2cnc3c(nnn3Cc3ccc(C)cc3)c2=O)cc1OC	6.2

A portion of the library; rates above refer to the full screens.
